RXFP1 antagonist: RXFP1 (human) relaxin receptor antagonism | HEK293-RXFP1, relaxin-stimulated cAMP HTRF, 30 min; active compounds read low | actives 0.59% (n = 350,000) | AID 1259400 | activity change, negative = inhibition, % at 57.5 µM;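 active = activity change of -60% or lower, but not beyond a set lower limit; inconclusive = change between -60% and -40%, or beyond the set limit; inactive = change above -40%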; note: % is set by controls: 0 for no effect and ±100 for the full control effect
D2 ag: activates the human D2 dopamine receptor. activation, % at 2 µM. actives 0.53% (n = 340,000). HEK293 T-REx D2 cells, calcium flux agonist mode;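 active = activation over 3 SD above normal in the single-dose calcium agonist read, cut at about 30% in these data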; note: 0% is about no effect
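Tetracycline-induced HEK293 T-REx cells with force-coupled D2 receptor, plated overnight at 30 C, loaded with no-wash calcium dye. After a 10 s baseline, compound was pin-added and calcium flux read kinetically for 180 s; calcium rises flagged agonists.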
TRHR ag: agonists of human TRH receptor; activation, % at 2 µM; TRHR cells, calcium flux fluo-8, FDSS agonist mode; AID 493084; P34981; actives 0.18% (n = 360,000); note: 0% is about no effect
Target sequence (P34981 whole entry, looked up): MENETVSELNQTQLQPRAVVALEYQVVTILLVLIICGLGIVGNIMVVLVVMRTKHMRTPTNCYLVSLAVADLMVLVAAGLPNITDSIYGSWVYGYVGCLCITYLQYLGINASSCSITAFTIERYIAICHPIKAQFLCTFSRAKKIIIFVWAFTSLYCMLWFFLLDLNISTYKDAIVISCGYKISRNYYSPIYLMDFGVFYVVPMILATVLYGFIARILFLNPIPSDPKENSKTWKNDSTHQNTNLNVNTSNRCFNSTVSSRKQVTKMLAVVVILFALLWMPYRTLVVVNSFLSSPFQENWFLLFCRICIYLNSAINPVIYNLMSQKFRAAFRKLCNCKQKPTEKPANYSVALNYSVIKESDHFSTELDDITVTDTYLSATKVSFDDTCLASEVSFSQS
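TRHR-expressing cells, plated overnight in medium with 10% serum, were loaded with fluo-8 calcium dye at room temperature. After a 10 s baseline, library compound was pin-added and calcium release was recorded kinetically (ex 480/em 530) as agonist response.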
TRHR enhancer: allosteric enhancers of human TRH receptor | enhancement, % at 2 µM | actives 0.66% (n = 360,000) | P34981 | TRHR cells, fluo-8 calcium fluorescence, EC20 TRH enhancement | AID 493056; in the data active = enhancement above about 30%; note: 0% is about no effect
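Enhancer read-out: after compound pinning and an initial kinetic agonist-mode read, an EC20 of TRH (10 nM final) was injected and fluo-8 calcium signal (Ex 480/Em 530) followed at 1 s/cycle for 100 cycles in TRHR-expressing cells.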
D2 potentiator: positive allosteric modulators of human D2 dopamine receptor; P14416; HEK293 T-REx D2, calcium flux, EC20 dopamine potentiation; potentiation, % at 10 µM; actives 0.34% (n = 340,000); AID 485347;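 active = potentiation over 3 SD above the plate norm, cut at about 30% in these data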; note: 0% is about no effect
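Tetracycline-induced Hek293 Trex D2 cells, force-coupled to calcium, loaded with no-wash calcium dye. Compound added with 180 s kinetic read for agonism, then EC20 dopamine and a further 180 s read for potentiation.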
D2 antag: antagonists of human D2 dopamine receptor; P14416; HEK293 TREx D2 cells, calcium flux, dopamine EC80; inhibition, % at 10 µM; actives 2% (n = 340,000); AID 485344; in the data active = inhibition above about 30%; note: 0% is about no effect
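Cells plated overnight at 30 C with tetracycline; no-wash calcium dye, 30–90 min RT; 10 s baseline; compound pinned; 180 s read; EC80 dopamine added; another 180 s read.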
D1 PAM: potentiators of human D1 dopamine receptor | P21728 | HEK293 TREx D1 cells, calcium flux, dopamine EC20 potentiation | potentiation, % at 10 µM | actives 0.036% (n = 360,000) | AID 504651; in the data active = potentiation above about 30%; note: 0% is about no effect
Target sequence (P21728 whole entry, looked up): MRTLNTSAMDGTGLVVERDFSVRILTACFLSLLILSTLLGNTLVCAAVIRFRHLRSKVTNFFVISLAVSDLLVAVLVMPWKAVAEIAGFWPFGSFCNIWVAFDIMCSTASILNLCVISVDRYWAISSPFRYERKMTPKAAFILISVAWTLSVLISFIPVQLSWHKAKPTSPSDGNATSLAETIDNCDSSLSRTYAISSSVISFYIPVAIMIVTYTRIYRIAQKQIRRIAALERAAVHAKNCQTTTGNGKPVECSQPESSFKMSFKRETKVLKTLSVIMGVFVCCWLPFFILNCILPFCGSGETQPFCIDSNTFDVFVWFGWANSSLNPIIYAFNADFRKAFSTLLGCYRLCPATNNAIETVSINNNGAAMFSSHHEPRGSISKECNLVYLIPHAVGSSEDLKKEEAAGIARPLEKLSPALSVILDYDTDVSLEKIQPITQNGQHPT
D1 agonist: activates the human D1 dopamine receptor; P21728; HEK293 T-REx D1 cells, calcium flux, agonist mode; activation, % at 2 µM; actives 1% (n = 360,000); AID 504660; note: 0% is about no effect
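Tetracycline-induced HEK293 TREx D1 cells, force-coupled to calcium signalling, were dye-loaded with a no-wash calcium kit. Compound was pin-added after a 10 s baseline. Fluorescence was read kinetically at 1 cycle/s for 180 s, with calcium rises flagged as agonism.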
D1 antagonist: human D1 dopamine receptor antagonism | activity change, negative = inhibition, % at 10 µM | HEK293 TREx D1 cells, calcium flux, dopamine EC80; active compounds read low | actives 3.2% (n = 360,000); in the data active = activity change below about -30%; note: % is set by controls: 0 for no effect and ±100 for the full control effect
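HEK293 T-REx cells expressing inducible, force-coupled D1 receptor; no-wash Ca dye, 30–90 min RT. Cmpd → 180 s read at 1 Hz → EC80 DA → 180 s read.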
* marks the source's active call; other numbers are inactive results; ? = inconclusive; . = no result given. Cut-off read from the data, not from the text of the source, unless noted: active = activation above about 30%; inactive = the rest.

SMILES	RXFP1 antagonist	D2 ag	TRHR ag	TRHR enhancer	D2 potentiator	D2 antag	D1 PAM	D1 agonist	D1 antagonist
Cc1nnc(NC(=O)CSCc2cc(=O)c3cc(Cl)ccc3[nH]2)s1	0	-1.2	0.4	1	.	.	-2	0	-8
CCCOC(=O)c1c(NC(=O)c2nc3ncccn3n2)sc(C(=O)OCC)c1C	-2	0.1	-0.8	-3	5	.	-7	0	-4
Cc1ccc(C)c(NC(=O)NNC(=O)CCc2ccccc2)c1	-5	-0.3	-0.3	0	6	0	5	0	-9
O=C(Cn1c(=O)n(-c2ccc(F)cc2)c(=O)c2sccc21)c1ccccc1	2	-0.5	-0.4	-11	5	3	-1	4	8
CCOC(=O)c1cccc(NS(=O)(=O)c2cc3[nH]c(=O)c(=O)[nH]c3cc2C)c1	9	0.1	0.1	46*	-12	.	3	-1	2
N#CC1=C(SCc2ccccc2Cl)NC(=O)C(C(N)=O)C1 (configuration not stated)	-13	0.5	0.3	3	-5	7	3	1	-1
CCOC(=O)N1CCN(C(=O)c2cn(CC)c3ccc(S(=O)(=O)N4CCOCC4)cc3c2=O)CC1	6	5.0	0.8	2	3	4	4	2	12
CC(C(=O)NCc1ccc(Cl)cc1)n1ccc2cc(S(=O)(=O)N3CCCCCC3)ccc21 (configuration not stated)	-10	-1.5	-0.6	4	5	.	-1	11	2
O=C(OCCN1C(=O)CCC1=O)c1ccc(S(=O)(=O)N2CCCCC2)cc1	-8	0.2	0.2	-5	-2	-1	-1	1	-24
CCN1CCN(S(=O)(=O)c2ccc(Cl)c(C(=O)N(C)Cc3ccco3)c2)CC1	-2	0.3	-0.4	4	-6	-6	-7	1	17
CSCCC(NS(=O)(=O)c1ccc(Cl)c(Cl)c1)C(=O)O (configuration not stated)	3	0.1	-0.3	2	-7	1	-1	2	2
NC(=O)CSc1nnc(-c2cnccn2)n1Cc1ccco1	-4	-0.2	0.3	18	6	7	7	2	-1
CCCN(CC(=O)Nc1cccc(S(N)(=O)=O)c1)CC(=O)Nc1ccc(F)c(F)c1F	-2	-3.4	-1.6	10	5	-13	-3	1	-9
CCS(=O)(=O)c1nc2ccccc2n1CC(=O)N1CCCCC1	-4	-0.7	0.3	-1	29	-9	-7	-2	11
COc1ccccc1NC(=O)NCC1(N(C)C)CCCCC1	10	0.0	0.2	6	-17	59*	4	2	-2
O=C(NCCC(=O)N1CCN(c2ncccn2)CC1)c1ccccc1	-8	0.5	0.2	-4	-2	10	-1	1	-33*
CCOC(=O)c1c(S(=O)(=O)NCCc2cccs2)c(C)n(C)c1C	34	0.2	-1.2	-3	9	-2	-1	1	-10
CN1C(C)(C)c2ccccc2OS1(=O)=O	.	2.9	-0.3	-10	-3	12	-2	-1	-4
COc1ccc(Nc2nc(N)nc(CN3CCc4ccccc4C3)n2)cc1	-13	-0.6	0.0	-3	-12	-6	-2	1	-5
Cc1ccc(CNC(=O)CS(=O)(=O)Cc2nc(-c3ccccc3F)oc2C)cc1	-9	-0.2	-1.1	-2	-6	1	-1	6	-5
C[C@@]12CCC3[C@@](CCC4[C@@]3(C)CCC[C@@]4(C)C(=O)O)(CC1=O)C2 (some centres not stated)	.	-0.3	0.3	-1	-3	-3	-3	0	.
Cc1ccc(NC(=S)NCC2CCN(C(C)c3ccccc3)C2)cc1C (configuration not stated)	-4	-0.1	-0.3	4	-13	9	-6	10	-63*
CSCCC(NC(=O)c1ccccc1Br)C(=O)NNC(=O)c1ccco1 (configuration not stated)	10	0.7	-1.4	-10	-9	4	5	-1	0
CN(C)c1ccc(CNC(=O)c2ccc3nc(CCc4ccccc4)oc3c2)cc1	-6	-2.0	-0.4	1	-3	.	0	2	-15
COc1ccc(C(=O)OCCN2C(=O)c3ccccc3C2=O)cc1	0	0.7	-0.4	1	15	21	-5	2	-10

Quoted from the listing:
`CCS(=O)(=O)c1nc2ccccc2n1CC(=O)N1CCCCC1` – D2 ag: -0.7
`CCOC(=O)c1cccc(NS(=O)(=O)c2cc3[nH]c(=O)c(=O)[nH]c3cc2C)c1` – D1 agonist: -1

Looked up one by one from the entries so far, 2 records:
SMILES	RXFP1 antagonist	D2 ag	TRHR ag	TRHR enhancer	D2 potentiator	D2 antag	D1 PAM	D1 agonist	D1 antagonist
COc1ccc(Nc2nc(N)nc(CN3CCc4ccccc4C3)n2)cc1	-13	-0.6	0.0	-3	-12	-6	-2	1	-5
C[C@@]12CCC3[C@@](CCC4[C@@]3(C)CCC[C@@]4(C)C(=O)O)(CC1=O)C2 (some centres not stated)	.	-0.3	0.3	-1	-3	-3	-3	0	.

The results go on.
SMILES	RXFP1 antagonist	D2 ag	TRHR ag	TRHR enhancer	D2 potentiator	D2 antag	D1 PAM	D1 agonist	D1 antagonist
CCCOc1ccc(/C=N/NC(=O)CSCc2ccc([N+](=O)[O-])cc2)cc1OCC	.	-1.7	-0.6	-2	-7	3	-7	-1	8
N#Cc1ccc(CSc2nc3c(c(=O)[nH]2)CCC3)cc1	-17	-0.4	0.2	-4	-9	.	-2	1	-8
CCN1C(=O)[C@H]2[C@@H](c3ccc(C)cc3)N3C(=O)N(c4ccccc4)C(=O)[C@@]3(Cc3ccc(Cl)cc3)[C@H]2C1=O	.	1.9	1.3	-5	5	4	3	4	2
CCc1cc2c(=O)oc(-c3ccc(F)cc3)nc2s1	-2	0.0	0.1	2	5	0	-2	2	-15
CN1CCSc2ccc(C(=O)Nc3cccc(F)c3)cc21	8	-1.3	-0.8	-5	-11	-10	0	3	4
O=C(CCS(=O)(=O)c1ccc(Br)cc1)N1CCCCCC1	?	0.8	0.6	0	-2	6	-7	0	2
CC1CCN(C(=O)CSc2nnc(-c3ccccc3Cl)o2)CC1	3	-0.5	-1.6	-2	-4	.	1	0	0
Cc1ccc(-c2nnc3ccc(SCC(=O)N4CCc5ccccc54)nn23)cc1	.	-0.1	-0.4	-4	-8	0	-7	-2	6
CCN(CC)C(=O)C(Oc1ccc(S(=O)(=O)N2CCCC2)cc1[N+](=O)[O-])c1ccccc1 (configuration not stated)	15	-0.5	-0.9	-13	-2	7	-4	4	-5
Cn1c(=O)c2c(c3ccccc31)OC(=O)CC2c1cccc(F)c1 (configuration not stated)	.	0.9	0.8	-7	5	.	-4	-1	-3
C=CCOC(=O)C1=C(C)Nc2ncnn2C1c1cccs1 (configuration not stated)	0	.	-1.1	11	.	.	-2	3	6
O=C1CCC(=O)N1c1ccc(S(=O)(=O)Nc2cccc(Br)c2)cc1	0	0.7	0.3	2	-3	-1	-6	0	-8
CCOc1ccc(/C=N/NC(=O)Cc2ccccc2)cc1CN1CC2CC(C1)c1cccc(=O)n1C2 (configuration not stated)	.	-1.8	-1.5	-2	-15	5	-1	1	.
Cc1ccc(N(Cc2cccs2)C(=O)c2ccco2)cc1	5	.	-0.3	-3	15	.	1	-2	-5
COc1ccc(CNC(=O)C2CCCN(c3ncnc4c3nc3n4CCCCC3)C2)cc1 (configuration not stated)	15	-1.2	-0.4	0	-1	-8	1	20	12
COc1cccc(C(=O)N(Cc2ccco2)Cc2cc3cccc(C)c3[nH]c2=O)c1	-2	0.9	-0.8	-6	-3	-3	-5	3	-17
O=C(c1ccccc1)n1ccc2ccccc21	-4	-0.7	-0.6	2	11	1	-1	3	13
CCOC(=O)C(=O)NNc1ccc(Cl)cc1	0	0.9	0.4	4	7	8	2	0	13
COC(=O)c1ccc(-n2nnnc2SC)cc1	1	-1.2	0.5	-10	-12	-1	-4	3	8
Cc1c(/C=N/O)c2ccccn2c1C(=O)c1ccc(F)cc1	-12	-0.1	-0.3	5	4	-8	4	0	-1
Cc1cccc(NC(=O)C2CCN(S(=O)(=O)c3c(C)noc3C)CC2)c1	18	0.1	0.0	-5	-6	7	-14	-1	11
O=C(CC1C(=O)N(c2ccccc2)C(=O)N1Cc1ccco1)Nc1ccccc1 (configuration not stated)	7	0.1	0.0	1	-1	-4	-1	1	-44*
O=C(OCc1nc2ccsc2c(=O)[nH]1)c1ccc(Cl)nc1	-2	3.4	0.0	3	-8	0	1	3	10
Cc1cc2c3c(c1)C(C)(c1ccccc1)CC(C)(C)N3C(=O)C21C(C#N)=C(N)OC2=C1C(=O)CC(C)(C)C2 (configuration not stated)	3	0.0	0.0	0	6	-5	1	3	-1
CCOc1ccc(-c2noc(CCCC(=O)NC3CCCCC3)n2)cc1OC	0	-0.1	-0.9	4	-4	-2	-1	0	-4

Results in TRHR enhancer, D1 antagonist and D2 potentiator (6 entries from above):
Compound	TRHR enhancer	D1 antagonist	D2 potentiator
C=CCOC(=O)C1=C(C)Nc2ncnn2C1c1cccs1 (configuration not stated)	11	6	.
O=C1CCC(=O)N1c1ccc(S(=O)(=O)Nc2cccc(Br)c2)cc1	2	-8	-3
CCOc1ccc(/C=N/NC(=O)Cc2ccccc2)cc1CN1CC2CC(C1)c1cccc(=O)n1C2 (configuration not stated)	-2	.	-15
Cc1ccc(N(Cc2cccs2)C(=O)c2ccco2)cc1	-3	-5	15
COc1ccc(CNC(=O)C2CCCN(c3ncnc4c3nc3n4CCCCC3)C2)cc1 (configuration not stated)	0	12	-1
COc1cccc(C(=O)N(Cc2ccco2)Cc2cc3cccc(C)c3[nH]c2=O)c1	-6	-17	-3

(further entries)
SMILES	RXFP1 antagonist	D2 ag	TRHR ag	TRHR enhancer	D2 potentiator	D2 antag	D1 PAM	D1 agonist	D1 antagonist
O=C(COC(=O)c1cc(S(=O)(=O)N2CCOCC2)cs1)c1ccccc1	-6	-0.2	-0.5	-5	3	-2	-5	6	-17
Cc1cc(-c2csc(N)n2)c(C)n1-c1ccccc1	-8	1.8	0.9	-1	-11	8	-2	6	-8
Cc1ccccc1NCC(=O)N/N=C/C(Br)=C/c1ccccc1	-16	-0.5	-0.9	3	33*	-6	-2	2	.
CCCC(=O)N1CCc2[nH]c3ccccc3c2C1	-6	0.4	0.9	5	-4	-5	-2	2	-9
COc1ccc(C(C(C(=O)c2ccco2)N2CCOCC2)N2CCOCC2)cc1 (configuration not stated)	-7	0.2	0.3	0	-1	15	-6	-3	-17
CN(C)c1ccc(C2Nc3ccccc3C(=O)N2CCCN2CCOCC2)cc1 (configuration not stated)	-3	-0.2	0.0	13	7	-2	0	1	-16
COC1(OC)N=C(NC(=O)Nc2ccccc2)C2(C#N)C(c3ccccc3)C12C#N (configuration not stated)	-3	0.5	-0.2	-1	-6	-3	-2	0	4
CC1CCCCN1C(=O)Cn1cc(C#N)c2ccccc21 (configuration not stated)	8	-0.1	0.1	9	16	2	-4	-1	15
CC1(C)CC(=O)C2=C(C1)OC(N)=C([N+](=O)[O-])C2c1ccc(C#N)s1 (configuration not stated)	11	-0.2	0.1	-5	19	-4	-1	1	4
Cc1ccc(NC(=O)CN2CCc3cc4c(cc3C2C)OCCCO4)cc1 (configuration not stated)	-12	-0.6	0.4	-5	-10	-23	1	1	-20
O=C(Cn1c(=O)[nH]c2sc3c(c2c1=O)CCCC3)NCC1CCCO1 (configuration not stated)	-15	0.4	0.5	-3	-4	16	-1	1	-7
